# RORg inh – ROR gamma (mouse) transcription inhibition. P51450. Drosophila S2 Gal4-RORgamma UAS-luciferase reporter, 20 h. Potency, µM (series often up to 53.6 µM), inactives show at the highest dose activity change, negative = inhibition, hits mostly inhibitors. actives 5.4% (n = 310,000). AID 2551; also: % is scaled to controls: 0 for no effect and ±100 for the full control effect; nearly all actives have a fitted effect of over 60% in size
# Target sequence (P51450 whole entry, looked up, the tested form may be a part): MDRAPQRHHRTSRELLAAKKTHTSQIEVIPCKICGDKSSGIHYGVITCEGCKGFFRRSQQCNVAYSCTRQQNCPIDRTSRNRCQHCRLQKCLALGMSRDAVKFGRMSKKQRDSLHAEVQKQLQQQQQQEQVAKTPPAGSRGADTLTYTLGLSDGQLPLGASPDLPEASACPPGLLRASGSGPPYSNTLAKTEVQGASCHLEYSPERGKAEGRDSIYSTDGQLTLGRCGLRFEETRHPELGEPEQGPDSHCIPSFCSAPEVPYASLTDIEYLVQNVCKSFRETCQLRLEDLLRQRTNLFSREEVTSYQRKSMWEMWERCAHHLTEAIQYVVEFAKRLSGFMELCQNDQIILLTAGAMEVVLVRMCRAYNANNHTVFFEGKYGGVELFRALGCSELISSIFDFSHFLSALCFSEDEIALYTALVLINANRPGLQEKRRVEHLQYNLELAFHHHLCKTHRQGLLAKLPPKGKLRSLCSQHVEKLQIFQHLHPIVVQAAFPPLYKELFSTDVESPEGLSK
#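 Read-out: Photinus luciferase luminescence; inhibitors lower reporter signal. Insect Schneider cells with Gal4-ROR gamma fusion under metallothionein promoter, UAS reporter; 700 uM final copper sulfate induction, 20 hr, ambient temperature.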
# ELG1 genotoxic – inducers of genotoxicity in HEK293T ELG1-luciferase cells | HEK293T ELG1-luciferase reporter, luminescence, 16 h | Potency, µM (series often up to 46 µM), for the others: top-dose activity change, positive = activation, actives largely listed as activators | actives 1.3% (n = 330,000); also: % of control where 0% means no effect; nearly all actives have a fitted effect of over 60% in size
#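 Reporter readout depends on ELG1 protein level, which increases with genetic stress. After 16 hr compound exposure at 37 °C, luciferase activity was quantified using ONE-Glo.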
# FLuc counter – firefly luciferase modulation, counter-screen for miR-21 project | purified FLuc, Km substrates, luminescence inhibition | Potency, µM (highest dose often 57.5 µM), for the others: at the top dose activity change, negative = inhibition, most hits filed as inhibitors | actives 6.9% (n = 360,000);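 also: plate controls were vehicle for no effect and reference inhibitor for full effect; nearly all actives have a fitted effect of over 55% in size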
# Target sequence (P08659 whole entry, looked up): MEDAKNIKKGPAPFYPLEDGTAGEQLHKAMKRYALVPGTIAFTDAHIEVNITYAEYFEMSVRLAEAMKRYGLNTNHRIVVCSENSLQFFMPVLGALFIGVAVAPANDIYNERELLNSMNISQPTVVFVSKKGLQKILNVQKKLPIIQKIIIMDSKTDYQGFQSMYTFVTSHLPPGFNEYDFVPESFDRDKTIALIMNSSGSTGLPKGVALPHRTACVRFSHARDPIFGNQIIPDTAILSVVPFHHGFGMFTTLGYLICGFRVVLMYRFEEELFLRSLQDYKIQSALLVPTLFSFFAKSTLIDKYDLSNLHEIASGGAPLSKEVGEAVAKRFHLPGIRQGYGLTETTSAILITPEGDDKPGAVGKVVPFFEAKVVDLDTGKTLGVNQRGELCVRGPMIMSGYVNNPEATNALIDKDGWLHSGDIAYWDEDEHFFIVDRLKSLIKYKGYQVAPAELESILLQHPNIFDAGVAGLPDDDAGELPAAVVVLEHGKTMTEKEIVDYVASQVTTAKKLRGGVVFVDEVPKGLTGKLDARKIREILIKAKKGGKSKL
#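 Biochemical qHTS of compounds, final roughly 60 µM downward over six points, against 10 nM purified firefly luciferase using Km concentrations of substrates (10 uM D-luciferin, 10 uM ATP) in Tris acetate pH 7.5 buffer; luminescence output.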
# VP16 counter – inhibits Gal4-VP16 luciferase reporter, ROR gamma counter-screen; AID 2546; actives 3.5% (n = 310,000); Potency, µM (titrated, usually from 53.6 µM), for inactives: at the highest dose activity, negative = inhibition, usual class: inhibitors; Drosophila S2 Gal4-VP16 UAS-luciferase, luminescence, 20 h;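 also: Gal4-VP16 expression switched on by copper sulfate through the metallothionein promoter; % is scaled to controls: 0 for no effect and ±100 for the full control effect; nearly all actives have a fitted effect of over 50% in size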
# Rab9 promoter act – activators of Rab9 promoter. Huh7 Rab9 promoter-luciferase reporter, luminescence, 24 h. Potency, µM (titrated, usually from 9.22 µM), inactives show at the highest dose activation, negative = inhibition, usual class: activators. actives 2.8% (n = 320,000). AID 485297; also: % of control where 0% means no effect; nearly all actives have a fitted effect of over 60% in size
#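 Quantitative HTS format; Huh7 Rab9-luciferase reporter cells (1500/well) receive compound 2 h post-plating, incubate 24 h at 37 °C, then get luciferase reagent for 10 min before luminescence reading.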
# CXXC DNA block – blocks binding of human MLL CXXC domain to DNA; Q03164; MLL-CXXC / FITC-HOXA9 DNA fluorescence polarization; Potency, µM (top dose mostly 115 µM), for the others: at the top dose activity change, negative = inhibition, actives largely listed as inhibitors; actives 0.037% (n = 290,000); AID 2662; active = well fitted inhibition curve with a large enough effect in the polarisation, with a control signal flat, not every such curve was filed as active; inconclusive = small, poorly fitted or top-dose-only effect, or effect the other way, or a change in a side signal; inactive = no such curve, though single readings can be large or run the other way; the % refers to the polarisation
#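 Purified MLL-CXXC (added from a 7 uM solution) was preincubated 5 min at ambient with pinned compounds in 50 mM Tris-HCl pH 7.5, 50 mM NaCl, 1 mM DTT, 0.05% BSA. Fluorescein-labeled HOX-A9 DNA (50 nM solution) followed, 30 min, then polarization read.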
# NPC1 promoter act – NPC1 promoter activation | Huh7 NPC1 promoter luciferase reporter, 24 h | Potency, µM (titrated, usually from 9.22 µM), without a hit: top-dose activation, actives largely listed as activators | actives 2.4% (n = 320,000);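 also: % of control where 0% means no effect; nearly all actives have a fitted effect of over 60% in size; reporter is driven by a mutant NPC1 promoter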
#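 Stable NPC1-promoter luciferase Huh7 line; cpd (DMSO) 24 h, 37 °C, 5% CO2; Amplite luciferase reagent 10 min RT; luminescence readout. qHTS format.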
# BRCA1 expr act – activators of BRCA1 expression; MCF7-BRCA1-FFLuc reporter, luminescence, 48 h; response scale: scaled: vehicle 0%, 10 µM genistein 100%; Potency, µM (series often up to 46.1 µM), for inactives: at the top dose activation, actives largely listed as activators; actives 1.1% (n = 380,000); also: nearly all actives have a fitted effect of over 80% in size; some results filed as inactive show a strong effect at the top dose
#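 48 h compound treatment of MCF7-BRCA1-FFLuc cells (phenol-red free MEM, 37 °C), then 15 min with luciferase substrate and luminescence imaging.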
# p53 reactivator – re-activators of mutant p53 | actives 0.063% (n = 320,000) | H1299 p53-A138V BP100-luciferase reporter, luminescence, 24 h | Potency, µM (highest dose often 92.2 µM), inactives show at the highest dose activity change, positive = activation, most hits filed as activators; also: % of control where 0% means no effect; nearly all actives have a fitted effect of over 45% in size
#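 H1299 (p53-null), stable ts p53-A138V + BP100-Luc; 1000 cells/well, Opti-MEM/10% FBS; cpd 4 pt, 1:5; 24 h, 37 deg C, 5% CO2; detection reagent 10 min RT; luminescence.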
# MBNL1 CUG block – blocks human MBNL1 binding to CUG repeat RNA; Q9NR56; TR-FRET MBNL1-His/biotin-(CUG)12 binding, 665/545 ratio; Potency, µM (highest dose often 57.5 µM), without a hit: at the top dose activity change, negative = inhibition, most hits filed as inhibitors; actives 0.036% (n = 280,000); active = well fitted inhibition curve with a large enough effect in the signal ratio, with a control signal flat, not every such curve was filed as active; inconclusive = small, poorly fitted or top-dose-only effect, or effect the other way, or a change in a side signal; inactive = no such curve, though single readings can be large or run the other way; the % refers to the signal ratio; also: % is scaled to controls: 0 for no effect and ±100 for the full control effect
#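 Compounds (final 92 nM to 58 uM) are added to His-tagged MBNL1 and biotin-(CUG)12, then terbium anti-His antibody and streptavidin-XL665 (5 nM final). After 60 min at room temperature, the 665/545 nm ratio is read.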
# uPA surface inh – inhibitors of cell surface uPA generation | cell surface uPA generation assay, qHTS | Potency, µM (top dose mostly 38.3 µM), for the others: at the highest dose activity change, negative = inhibition, usual class: inhibitors | actives 0.31% (n = 330,000) | AID 540303; active = well fitted inhibition curve with a large enough effect; inconclusive = small, poorly fitted or top-dose-only effect; inactive = no such curve, though single readings can be large or run the other way; tested in mouse RAW 264.7 cells; also: % is scaled to controls: 0 for no effect and ±100 for the full control effect; nearly all actives have a fitted effect of over 55% in size
# The depositor's hits bear a star; ? = inconclusive; · = no result given; & = joins results of further samples; [ ] = another dose, or the depositor's remark. Unless noted, calls follow the shape of the dose curve; as a rule, active = well fitted curve in the direction sought with a large enough effect; inconclusive = small, poorly fitted or top-dose-only effect, or another doubt; inactive = no such curve, though single readings can be large; an effect the other way counts as inactive or inconclusive. Potency is read from the fitted curve at half-maximal effect. Some of the compounds tested; count on the stated rates, not on these rows.
mol,RORg inh,ELG1 genotoxic,FLuc counter,VP16 counter,Rab9 promoter act,CXXC DNA block,NPC1 promoter act,BRCA1 expr act,p53 reactivator,MBNL1 CUG block,uPA surface inh
O=C(CS(=O)(=O)c1ccc(Cl)c(Cl)c1)Nc1ccccc1Cl,3%,-1%,-2%,-1%,1%,9%,-6%,14%,-5%,?,-3%
CCC(=O)Nc1ccc(C(=O)NNC(=O)C2CCCCC2)cc1,-29%,2%,1%,4%,3%,-15%,-3%,0%,5%,2%,2%
CC(C)C1Nc2ccc(C(=O)NC3CCCCC3)cc2NC1=O (stereo not given),4%,-1%,0%,-6%,-5%,-6%,3%,-4%,-6%,-7%,-2%
COc1cccc(S(=O)(=O)NCc2ccc(C(=O)N3CCN(c4ccccc4OC)CC3)cc2)c1,-32%,-19%,-8%,-2%,0%,-2%,0%,·,-1%,6%,·
CC(C)=N/N=C(/c1ccc([N+](=O)[O-])cc1)C12CN3CN(CN(C3)C1)C2,14%,?,3%,-10%,3%,9%,1%,-15%,-2%,21%,6%
CN1C(=O)c2ccc(C(=O)Nc3nccs3)cc2C1=O,?,0%,?,-13%,-4%,-3%,-4%,5%,3%,?,4%
COCCn1c(=NC(=O)c2ccc(S(=O)(=O)N3CCOCC3)cc2)sc2cc(S(N)(=O)=O)ccc21,18%,-9%,-1%,-11%,2%,3%,0%,-37%,2%,?,-1%
CC(C)OC(=O)CSc1nnc(-c2ccc(C(C)(C)C)cc2)n1N,?,22%,?,?,12%,-1%,16%,1%,20%,-6%,-2%
OCCSc1c(F)c(SCCO)c(SCCO)c(F)c1SCCO,7%,-1%,4%,-4%,2%,4%,0%,-21%,-8%,5%,-4%
Cc1ccsc1C(=O)OC(C)C(=O)NC1CCCCC1C (stereo not given),·,1%,-1%,·,-6%,·,-1%,-21%,3%,·,-3%
O=C(CSc1nnc(NC(=O)C2CC(=O)N(c3ccc(F)cc3)C2)s1)NCc1ccco1 (stereo not given),7%,1%,2%,2%,1%,3%,1%,-5%,-3%,1%,-7%
COc1ccccc1C1SCCN1S(=O)(=O)c1cccc(C(F)(F)F)c1 (stereo not given),16%,-15%,0%,9%,-2%,0%,5%,-40%,5%,1%,5%
COc1ccccc1CCNC(=O)c1ccc(OC)c(OC2CCN(C(C)C)CC2)c1,-3%,5%,-1%,-18%,0%,-1%,-2%,-31%,?,-5%,-5%
CC1CCN(C(=O)CNC(=O)c2cccc(OC(F)F)c2)CC1,18%,?,-9%,1%,12%,2%,14%,63%,14%,-6%,1%
Cc1nc(N2CCOCC2)c(C#N)c(C)c1Br,-34%,-3%,1%,-9%,-5%,15%,1%,-2%,2%,-6%,2%
O=C(O)Cn1nc(-c2ccccc2)ccc1=O,-11%,-2%,-2%,-7%,-1%,6%,15%,-20%,1%,13%,2%
COC(=O)c1ccccc1CON1C(=O)C(C)(C)N(OCc2ccccc2C(=O)OC)C(=O)C1(C)C,-8%,-10%,2%,-4%,0%,-1%,1%,-37%,-4%,-3%,·
COc1ccc(CN2CCN(CCCc3ccccc3)C(CCO)C2)c(OC)c1 (stereo not given),-12%,-8%,3%,8%,-7%,-5%,-3%,0%,?,-4%,-3%
S=C1NCN(C2CCCCC2)CN1c1ccccc1,22µM*,-4%,1%,?,-4%,3%,0%,-6%,-1%,·,-22%
CCOC(=O)c1nc(Nc2cccc(C)c2)c2ccccc2n1,?,-6%,1%&-1%,7%,2%,4%,-4%,-1%,1%,·,-2%

# Whole records, looked up by structure. Order of screens: RORg inh, ELG1 genotoxic, FLuc counter, VP16 counter, Rab9 promoter act, CXXC DNA block, NPC1 promoter act, BRCA1 expr act, p53 reactivator, MBNL1 CUG block, uPA surface inh
# COc1ccccc1CCNC(=O)c1ccc(OC)c(OC2CCN(C(C)C)CC2)c1 across the screens: -3%, 5%, -1%, -18%, 0%, -1%, -2%, -31%, ?, -5%, -5%
# S=C1NCN(C2CCCCC2)CN1c1ccccc1 across the screens: 22µM*, -4%, 1%, ?, -4%, 3%, 0%, -6%, -1%, ·, -22%

# The listing continues.
mol,RORg inh,ELG1 genotoxic,FLuc counter,VP16 counter,Rab9 promoter act,CXXC DNA block,NPC1 promoter act,BRCA1 expr act,p53 reactivator,MBNL1 CUG block,uPA surface inh
CCOC(=O)CNC(=O)N1CCC(CCOc2ccccc2)(C(=O)OCC)CC1,-31%,1%,-4%,18%,0%,-11%,0%,-11%,4%,1%,1%
CCC1CCC2(CC1)NC(=O)N(CC(=O)Nc1ccc(OC)c(Cl)c1)C2=O (stereo not given),·,0%,4%,·,-2%,·,-3%,-7%,-4%,·,-15%
Cc1oc(C(=O)O)cc1CSCc1ccoc1C(=O)O,-4%,1%,1%,3%,3%,5%,8%,0%,0%,4%,3%
Cc1ccn2cc(CNS(=O)(=O)c3ccc(Cl)s3)nc2c1,?,-5%,-11%,-7%,2%,-2%,7%,18%,7%,-1%,-5%
O=C(COc1ccc(Cl)cc1)NCCC1=CCCCC1,16%,3%,-4%,2%,2%,-8%,-7%,-2%,11%,-5%,7%
COc1ccc(OCCC(=O)OCC(=O)Nc2cccc(S(=O)(=O)N3CCOCC3)c2)cc1,4%,4%,?,1%,0%,19%,-6%,0%,-2%,-8%,1%
O=C(Nc1cccc([N+](=O)[O-])c1)C1CCN(C(=O)Cc2ccccc2)CC1,?,-1%,2%,0%,10%,-5%,1%,-19%,-6%,?,11%
COc1ccc(OCC(=O)NNC(=O)C2CCN(c3ncnc4sc(C)c(C)c34)CC2)cc1,·,-3%,3%,·,3%,·,-3%,-1%,-6%,·,20%
CCOC(=O)[C@H]1[C@H]2COc3ccc(Cl)cc3[C@@H]2N2C(=O)c3ccccc3NC(=O)[C@@]12C,·,1%,1%,·,-4%,·,0%,-17%,-4%,·,-2%
CCc1ccccc1N(CC(=O)NC(C)C)C(=O)CCC(=O)Nc1nccs1,?,-4%,-1%,-11%,4%,4%,-5%,-14%,-4%,-1%,-21%

# Continued; the last 3 above are carried over.
mol,RORg inh,ELG1 genotoxic,FLuc counter,VP16 counter,Rab9 promoter act,CXXC DNA block,NPC1 promoter act,BRCA1 expr act,p53 reactivator,MBNL1 CUG block,uPA surface inh
COc1ccc(OCC(=O)NNC(=O)C2CCN(c3ncnc4sc(C)c(C)c34)CC2)cc1,·,-3%,3%,·,3%,·,-3%,-1%,-6%,·,20%
CCOC(=O)[C@H]1[C@H]2COc3ccc(Cl)cc3[C@@H]2N2C(=O)c3ccccc3NC(=O)[C@@]12C,·,1%,1%,·,-4%,·,0%,-17%,-4%,·,-2%
CCc1ccccc1N(CC(=O)NC(C)C)C(=O)CCC(=O)Nc1nccs1,?,-4%,-1%,-11%,4%,4%,-5%,-14%,-4%,-1%,-21%
COCCn1c(C(C)C)nc2sc3ccccc3c(=O)c2c1=O,1%,1%,2%,-1%,1%,4%,3%,7%,-7%,6%,·
CSc1nnc(C)c(=O)n1COC(=O)COc1ccccc1,-11%,-1%,2%,-2%,2%,0%,-1%,-13%,1%,·,0%
CSc1nsc(SC)c1CO,-33%,2%,-1%,-13%,-3%,1%,4%,26%,-1%,-4%,7%
COC(=O)c1c(-c2ccc(C)cc2)csc1NC(=S)NC(=O)c1ccc(F)cc1,2.5µM*,?,-14%,5µM*,-10%,-3%,-4%,-2%,-1%,-12%,7%
CCCCn1c(Cc2ccccc2)nnc1SCC(=O)Nc1cc(C)on1,31%,-2%,1%,0%,-1%,8%,0%,0%,-3%,0%,4%
COC(=O)CC1C(C(=O)OC)ON2OC(C(=O)OC)C(C(=O)OC)C12 (stereo not given),-11%,1%,3%,-8%,3%,3%,0%,-2%,0%,-7%,-5%
CN(C)c1ccc(/C=N/NC(=S)NCc2ccccc2)cc1,0.45µM*,-4%,?,2.8µM*,-3%,9%,10%,61%,20%,0%,11%
CCCCOC(=O)Cn1cnc2ccc(Br)cc2c1=O,4%,0%,-2%,21%,10%,-4%,0%,0%,0%,-3%,-3%
c1ccc(OCc2nc3ccccc3s2)cc1,-23%[0.365 µM],?,3.4µM*,·,2.8µM*,4%,2.5µM*,?,?,-2%,-1%
O=C(NC1CC1)c1ccc(COc2ccc(F)cc2)o1,42%,-4%,-13%,2%,1%,-10%,5%,3%,?,-7%,-1%
O=C(CSc1nc2sc3c(c2c(=O)[nH]1)CCC3)NCCO,22%,-5%,-3%,1%,-1%,-8%,-3%,0%,-3%,0%,1%

# Bioassay records as filed in PubChem BioAssay.
